# Giardia kill: Giardia lamblia killing | Giardia lamblia trophozoite viability | activity change, % at 7.66 µM, hits read low | 340,000 tested, 0.15% active; in the data active = activity change below about -80%; inconclusive = between about -30% and that limit;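 also: parasites exposed to compound for two days anaerobically before the ATP read; % is scaled to controls: 0 for no effect and ±100 for the full control effect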
#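 ATP-content bioluminescence gauges trophozoite survival. Cells (100/well) receive compound and incubate anaerobically for 48 hrs at 37 deg C; detection reagent follows for 15-30 min at room temperature.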
# GALK inhibitor: inhibitors of human galactokinase | P51570 | Purified GALK, Kinase-Glo residual ATP luminescence | Potency, µM (doses to about 57.5 µM), inactives show at the top dose activity change, negative = inhibition, most hits filed as inhibitors | 270,000 tested, 0.007% active | AID 1868; also: potency is read from the fitted curve at half-maximal effect; % is scaled to controls: 0 for no effect and ±100 for the full control effect
#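 Compounds were pin-transferred into ATP buffer (35 uM final), then GALK plus galactose (5 nM, 100 uM final) was added. After 1 h at room temperature, Kinase-Glo Plus was added and luminescence read after 10 min.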
# USP2a block: USP2a (human) protease inhibition; O75604; USP2 core, Ub-CHOP2 coupled fluorogenic reporter, 485/531; Potency, µM (titrated, usually from 38.3 µM), inactives show at the top dose activity change, negative = inhibition, actives largely listed as inhibitors; 330,000 tested, 0.01% active;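 also: potency is read from the fitted curve at half-maximal effect; plate controls were DMSO wells for no effect and full inhibition by NEM control for full effect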
#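 USP2 core (10nM final) preincubated 30min RT with compound in 20mM Tris-HCl pH 8.0, 2mM CaCl2, 2mM beta-mercaptoethanol, 0.05% CHAPS; 25nM Ub-CHOP2 plus 25nM reporter substrate added, fluorescence (Ex485/Em531) read after 60min.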
# MLL CXXC-DNA inh: inhibitors of human MLL CXXC domain-DNA interaction; MLL-CXXC / FITC-HOXA9 DNA fluorescence polarization; Potency, µM (highest dose often 115 µM), for the others: at the top dose activity change, negative = inhibition, usual class: inhibitors; 290,000 tested, 0.037% active; AID 2662; active = well fitted inhibition curve with a large enough effect in the polarisation, with a control signal flat, not every such curve was filed as active; inconclusive = small, poorly fitted or top-dose-only effect, or effect the other way, or a change in a side signal; inactive = no such curve, though single readings can be large or run the other way; the % refers to the polarisation; also: potency is read from the fitted curve at half-maximal effect
#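 Fluorescence polarization: 7 uM MLL-CXXC (stock) preincubated 5 min with compounds, then 50 nM fluorescein-HOX-A9 DNA (stock) added; 30 min ambient. Buffer 50 mM Tris-HCl pH 7.5, 50 mM NaCl, 1 mM DTT, 0.05% BSA.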
# B2AR arrestin: recruits beta-arrestin to the human beta2-adrenergic receptor | P07550 | beta-arrestin recruitment to beta2AR, cell-based reporter | Potency, µM (highest dose often 46.1 µM), inactives show at the top dose activation, usual class: activators | 330,000 tested, 0.02% active;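 also: potency is read from the fitted curve at half-maximal effect; 0% = DMSO controls and full agonism = EC100 isoproterenol or metaproterenol; nearly all actives have a fitted effect of over 65% in size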
# KCNH2 3.1 block: inhibitors of human KCNH2 3.1 potassium channel isoform | U2OS KCNH2 3.1, thallium flux FluxOr; stronger effect = lower value | activity change, % (tested at about 1.8 µM) | 340,000 tested, 0.95% active | AID 720553;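 active = maximum activity change below -70%; inconclusive = maximum activity change from -70% to -50%; inactive = maximum activity change above -50%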;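 also: thallium influx rate constant from kinetic fluorescence after stimulation buffer; % is scaled to controls: 0 for no effect and ±100 for the full control effect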
#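 We transduce U2OS cells with the mutant 3.1 virus, culture them overnight, load FluxOr with Red40 quencher for 45 min, then add stimulation buffer and read kinetically for 2 min to derive a normalized rate constant.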
# TRPV1 agonist: agonists of human vanilloid receptor 1 (TRPV1); Q8NER1; TRPV1-expressing cells, Fluo-8 calcium influx, agonist mode; activation, % at 8.33 µM; 320,000 tested, 0.19% active; AID 540275; in the data active = activation above about 80%; inconclusive = between about 30% and that limit; also: 0% is about no effect
#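 TRPV1-expressing cells were cultured overnight at 35.5C and loaded with Fluo-8 calcium dye for 40 to 90 min at room temperature. After a 10 s baseline, compound was added and calcium influx was read kinetically for 3 min (ex 480/em 520 nm).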
# hERG WT inh: KCNH2 (human, wildtype) channel inhibition; 340,000 tested, 0.37% active; U2OS, BacMam KCNH2, thallium flux FluxOr; stronger effect = lower value; activity change, % at 1.84 µM;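 active = maximum activity change below -70%; inconclusive = maximum activity change between -70% and -50%; inactive = maximum activity change above -50%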; also: % is scaled to controls: 0 for no effect and ±100 for the full control effect
# Target sequence (Q12809 whole entry, looked up): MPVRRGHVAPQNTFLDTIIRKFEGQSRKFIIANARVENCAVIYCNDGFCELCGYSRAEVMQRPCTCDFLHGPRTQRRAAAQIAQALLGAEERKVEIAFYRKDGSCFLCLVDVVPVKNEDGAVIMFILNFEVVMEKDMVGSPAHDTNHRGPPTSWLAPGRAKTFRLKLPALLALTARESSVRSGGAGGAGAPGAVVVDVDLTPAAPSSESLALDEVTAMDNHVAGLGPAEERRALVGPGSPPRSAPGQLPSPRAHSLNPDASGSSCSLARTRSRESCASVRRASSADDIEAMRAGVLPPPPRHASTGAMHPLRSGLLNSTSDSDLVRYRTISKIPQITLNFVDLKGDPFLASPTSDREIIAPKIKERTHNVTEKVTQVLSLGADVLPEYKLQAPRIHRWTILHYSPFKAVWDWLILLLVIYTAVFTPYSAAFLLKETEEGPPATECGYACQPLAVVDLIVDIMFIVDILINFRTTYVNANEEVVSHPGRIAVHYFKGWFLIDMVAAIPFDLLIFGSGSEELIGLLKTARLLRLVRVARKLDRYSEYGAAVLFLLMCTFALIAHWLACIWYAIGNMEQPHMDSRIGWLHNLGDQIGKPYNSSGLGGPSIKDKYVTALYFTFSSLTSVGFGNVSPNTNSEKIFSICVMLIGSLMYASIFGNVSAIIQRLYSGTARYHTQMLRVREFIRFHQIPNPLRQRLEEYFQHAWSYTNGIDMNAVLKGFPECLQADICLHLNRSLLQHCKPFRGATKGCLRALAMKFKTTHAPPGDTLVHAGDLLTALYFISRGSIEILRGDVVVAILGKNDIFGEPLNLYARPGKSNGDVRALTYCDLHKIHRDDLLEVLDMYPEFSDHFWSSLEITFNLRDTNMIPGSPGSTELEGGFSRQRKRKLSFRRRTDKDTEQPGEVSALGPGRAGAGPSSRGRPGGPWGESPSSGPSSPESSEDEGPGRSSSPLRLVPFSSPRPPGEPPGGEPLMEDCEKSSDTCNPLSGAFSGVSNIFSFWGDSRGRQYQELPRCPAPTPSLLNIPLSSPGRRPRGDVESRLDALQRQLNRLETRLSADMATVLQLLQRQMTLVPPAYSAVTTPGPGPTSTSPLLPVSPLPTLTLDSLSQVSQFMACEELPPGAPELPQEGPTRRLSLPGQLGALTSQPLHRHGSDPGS
#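 U2OS cells transduced with wild-type KCNH2 virus are loaded with FluxOr dye for 45 min, and thallium flux is measured in kinetic reads before and after stimulation buffer. Rate constants are normalized to DMSO controls.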
# FBPA coupling cs: inhibits coupling enzyme system, counter-screen for aldolase hits; activity change, negative = inhibition, % at 58.2 µM, hits read low; coupling enzyme system counterscreen, AmpLite Red fluorescence; 290,000 tested, 0.67% active; AID 2472; in the data active = activity change below about -30%; also: % is scaled to controls: 0 for no effect and ±100 for the full control effect
#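 Counterscreen of the coupled detection system alone, without aldolase: glyceraldehyde-3-phosphate coupling enzymes plus AmpLite Red readout. Compounds at 57.5 uM final, 10 min RT preincubation, 20 min RT reaction, fluorescence 525/598 nm.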
# PKM2 activator: PKM2 (human) enzyme activation. P14618. 260,000 tested, 0.34% active. Potency, µM (top dose mostly 57.5 µM), inactives show top-dose activation, actives largely listed as activators. purified PKM2, Kinase-Glo ATP luminescence, activation; response scale: 0% is enzyme alone, no compound; also: potency is read from the fitted curve at half-maximal effect; % is scaled to controls: 0 for no effect and ±100 for the full control effect; nearly all actives have a fitted effect of over 55% in size
#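 Kinase-Glo luminescence reports ATP generated from ADP (0.1 mM) and PEP (0.5 mM) by purified hPK-M2 after 1 h at room temperature, pH 7.2 imidazole buffer; intermediate enzyme activity allows detecting inhibitors and activators.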
# Menin-MLL TR inh: inhibitors of human menin-MLL interaction, mutant MLL peptide; O00255; Potency, µM (titrated, usually from 61.6 µM), for the others: at the top dose FP activity change, negative = inhibition, most hits filed as inhibitors; Menin + Texas Red MLL mutant peptide, fluorescence polarization; AID 1768; 270,000 tested, 0.23% active; active = well fitted inhibition curve with a large enough effect in the polarisation, with a control signal flat, not every such curve was filed as active; inconclusive = small, poorly fitted or top-dose-only effect, or effect the other way, or a change in a side signal; inactive = no such curve, though single readings can be large or run the other way; the % refers to the polarisation; also: potency is read from the fitted curve at half-maximal effect; % of control where 0% means no effect; many of its hits are not listed in these tables
# * = called active by the depositor; ? = inconclusive; . = not tested or not shown; [ ] = remark or other dose. Unless noted, calls follow the shape of the dose curve; as a rule, active = well fitted curve in the direction sought with a large enough effect; inconclusive = small, poorly fitted or top-dose-only effect, or another doubt; inactive = no such curve, though single readings can be large; an effect the other way counts as inactive or inconclusive. Not all compounds are listed; count on the stated rates, not on these rows.
compound	Menin-MLL TR inh	Giardia kill	MLL CXXC-DNA inh	PKM2 activator	USP2a block	hERG WT inh	KCNH2 3.1 block	TRPV1 agonist	B2AR arrestin	GALK inhibitor	FBPA coupling cs
CC(=O)C[C@@H](O)CC(=O)[C@@H]1OC(=O)CCCCCCc2ccccc21	.	-2	.	.	-2%	-4	-5	.	0.1%	.	.
COc1cc(C2C(C(=O)c3ccco3)=C(O)C(=O)N2c2cc(C)on2)ccc1OCc1ccccc1 (stereo not given)	?	.	-4%	5%	4%	.	.	-2	0.4%	8%	7
CC(=O)c1cc2c(s1)-c1cc(F)ccc1OC2	.	8	6%	9%	-2%	7	15	9	0.4%	11%	0
COC(=O)C1C2C=CC3(CN(c4cccc(C)c4)C(=O)C13)O2 (stereo not given)	-9%	-7	3%	-2%	1%	-6	-6	1	-0.2%	1%	2
O=C(NCCN1CCOCC1)c1cccc(S(=O)(=O)Nc2cc(Cl)ccc2Cl)c1	.	-10	.	.	0%	-5	22	-2	-0.1%	.	.
C=CCc1ccccc1OCCSc1nc2ccc([N+](=O)[O-])cc2s1	8%	-26	-3%	-1%	1%	18	-10	3	0.0%	.	0
CN(C)CCN(C(=O)CCc1ccccc1)c1nc2c(F)cc(F)cc2s1	-16%	10	-3%	-2%	0%	10	-10	3	-0.1%	0%	0
COc1ccc(N2CCN(C(=O)CNS(=O)(=O)c3ccc(C)c(C)c3)CC2)cc1	1%	-5	3%	-1%	1%	-7	11	2	0.4%	13%	1
O=C(O)C1CCCCC1C(=O)N1CCCC1 (stereo not given)	-8%	-2	-5%	0%	-17%	-4	10	1	-0.7%	1%	-2
Cc1cc(SCC(=O)c2cccs2)n2nc(C)c(-c3ccccc3)c2n1	?	2	-3%	24%	-1%	0	6	21	-0.3%	.	-1
Nc1nnc(-c2ccc(Cl)cc2)o1	.	-19	-6%	-3%	-3%	-1	-4	-3	0.1%	7%	1
N#Cc1ccccc1N=Cc1ccc(Br)cc1	-13%	-16	-14%	-6%	2%	-2	-21	-1	-2.1%	-1%	2
CCc1ccccc1OCC(=O)OCC(=O)N1CC(=O)Nc2ccccc21	-8%	-1	7%	0%	3%	-8	-7	3	0.3%	9%	1
Cc1ccc(S(=O)(=O)NC(=O)c2cc(C)n(-c3ccccc3)c2C)cc1	?	-10	6%	-4%	4%	12	3	2	-0.5%	2%	16
COc1cc(NC(=S)NC(C)(C)C)c(OC)cc1Cl	1%	4	-15%	4%	0%	7	-1	-3	-0.6%	0%	4
CCOc1ccc2oc(C(=O)N(CC)CC(=O)Nc3ccc(NC(C)=O)cc3)c(C)c2c1	.	4	.	.	-8%	-2	-2	-1	-0.6%	.	.
CCN1C(=O)[C@H]2[C@H]3CN=C(SCC(=O)c4ccccc4)N3[C@@](CC)(C(=O)OC)[C@H]2C1=O	.	4	.	.	2%	0	8	.	-0.6%	.	.
CCCCNCCOCCOc1ccc(C)cc1[N+](=O)[O-]	?	0	1%	-1%	1%	23	20	-2	-1.2%	0%	-1
CCN(CC(=O)Nc1c(F)cccc1F)C(=O)c1cnccn1	.	-11	.	.	1%	-2	-1	-3	0.1%	.	.
CCCCOc1c(Br)cc(CNCCCN2CCOCC2)cc1OC	-19%	0	0%	-1%[11.5 µM]	-1%	10	-1	1	-0.2%	-3%	3
COc1cc(N/N=C/c2ccc(N(C)C)cc2)ncn1	?	-3	-5%	-20%	2%	-4	-3	-2	-0.3%	-6%	2
O=C(NC1CCCCC1)c1ccc(Br)o1	2%	-8	-7%	-1%	0%	5	-19	2	-0.2%	4%	0
CN(C)S(=O)(=O)c1ccc(C(=O)Nc2ccccc2OC(F)(F)C(F)F)cc1	7%	1	-3%	2%	5%	-4	-15	6	-0.5%	1%	0
O=C1NC[C@@H](Cc2cccc3ccccc23)N(CCCCC2CCCCC2)C1=O	.	-12	.	.	2%	-5	2	0	-0.6%	.	.
CCOC(=O)N1CCN(c2nc(-c3ccco3)cc(C(F)(F)F)n2)CC1	-14%	-21	7%	0%	0%	9	-1	26	-0.5%	-3%	-2
CC(C)(C)NC(=O)CSc1nnc(-c2ccccc2)c(-c2ccccc2)n1	?	45[activator]	-10%	.	1%	-1	-15	18	-0.1%	0%	-5
Cc1ccc(NC(=O)CC(NCC2CCCO2)C(=O)O)cc1C (stereo not given)	-4%	-9	-1%	-3%	2%	7	-16	-6	-0.2%	0%	4
O=C(CSc1nnc2ccccn12)NNC(=O)c1ccc(Cl)cc1	-3%	-2	3%	9%	4%	-6	4	0	0.1%	-5%	1
COc1cc(CNC(C)c2ccccc2)cc(Br)c1OCc1ccc(F)cc1 (stereo not given)	-1%	-3	?	1%	-1%	-5	-2	-3	0.2%	-4%	-3
CCCn1c(SCC(=O)c2ccc3c(c2)OCCO3)nc2c1c(=O)n(C)c(=O)n2C	-1%	-2	9%	0%	-2%	0	8	-6	-0.2%	-5%	4
COc1ccccc1C(=O)NCCC(=O)N1CCN(C(=O)c2ccco2)CC1	.	9	.	.	-1%	-3	11	1	0.4%	.	.
CN(C)/C=N/c1ncc(C(=O)OC(C)(C)C)s1	12%	-15	1%	-7%	-1%	-10	-14	-10	-0.1%	-1%	5
COC(=O)Cc1[nH]n(-c2nc3ccccc3s2)c(=O)c1C(C)=Nc1ccc(Cl)cc1	.	8	-6%	-13%	-1%	-3	2	-2	-0.7%	3%	6
Cc1cccc2c3c([nH]c12)CCN(C)C3	9%	-8	-1%	.	8%	-3	15	5	-0.6%	-6%	0
CCC(C)NC(=O)Cn1cccc1C(=O)c1ccccc1 (stereo not given)	-2%	-4	-9%	3%	-3%	1	18	4	-1.1%	-1%	-1
COc1ccc(NC(=O)CN(C)C(C)C(=O)NC(=O)NC2CCCCC2)cc1 (stereo not given)	.	8	13%	-1%	0%	-9	13	-1	0.1%	-1%	.
O=C(Nc1nnc(-c2ccc3c(c2)CCCC3)o1)C1COc2ccccc2O1 (stereo not given)	12%	-13	?	2%	-3%	-5	1	0	-0.3%	0%	5
COc1ccc(Cc2nc3ccc(C(=O)N4CCOCC4)cc3o2)cc1	.	13	-9%	-1%	2%	2	.	3	0.5%	-3%	.
CCOc1cc(CNC(C)(C)CO)cc(Br)c1OCc1ccc(Cl)cc1Cl	?	1	?	10%	-9%	-4	4	2	-2.1%	-2%	-4
COc1ccccc1CC(NC(C)=O)C(=O)NC1CCN(C(=O)Nc2cccc(F)c2)CC1 (stereo not given)	0%	-20	0%	-8%	2%	-11	-13	-1	0.0%	17%	-1
Cc1csc(NC(=O)c2cc(C)oc2C)n1	-10%	14	-21%	-14%	1%	-3	-19	2	-0.2%	-1%	0
Cc1ccc(-c2ccc(=O)n(Cc3cccc(Br)c3)n2)cc1	?	-20	27%	.	-8%	-1	-14	?	-0.5%	3%	0
Cc1c(Cl)cccc1NC(=O)NCc1ccncc1	9%	9	4%	-1%	1%	-5	6	12	0.3%	1%	3
CCCC(=O)Nc1ccc(-c2nc3cc(C)c(C)cc3o2)cc1	10%	-18	0%	-3%	2%	-17	-5	-2	-1.7%	1%	5
CCN(C(=O)COC(=O)/C=C/c1cnc2ccccc2n1)c1ccccc1	-11%	5	-28%	6%	-1%	-16	-4	-4	0.4%	10%	3
CCN(C(=O)CSc1nnc(-c2ccncc2)n1Cc1ccccc1)C1CCS(=O)(=O)C1 (stereo not given)	1%	24	9%	0%	-1%	-43	-3	-3	0.1%	-1%	-3
CCOc1ccc(C2C(C(=O)C3CC3)N3C=C(C#N)C=CC3C2(C#N)C#N)cc1 (stereo not given)	0%	.	?	4%	-2%	.	.	1	-0.7%	-2%	-9
Cc1ccc[n+](C(C)C(=O)c2ccc(-c3ccccc3)cc2)c1 (stereo not given)	-3%	7	8%	-2%	3%	-8	10	-1	-0.4%	-1%	1
CCNc1nc(N)nc(Oc2ccc(OCCOc3ccc(Cl)cc3Cl)nn2)n1	13%	-1	-7%	5%	2%	-9	1	0	-0.2%	-2%	3
O=C(COC(=O)/C=C/c1ccccc1[N+](=O)[O-])NCC(F)(F)F	1%	-6	2%	-4%	1%	.	0	1	0.3%	8%	-1
C=CCOc1ccc(Br)cc1/C=C1/SC(=Nc2ccc(C(=O)O)cc2)NC1=O	?	-9	3%	5%	3%	4	1	?	0.0%	-21%	12
O=C(c1ccc(S(=O)(=O)c2ccccc2Cl)c([N+](=O)[O-])c1)N1CCCCCC1	0%	4	6%	-4%	0%	0	-4	21	0.4%	-2%	-3
COC(OC)c1ccnc(-c2ccc(OC(=O)c3cccs3)cc2)n1	13%	-13	208%[activator]	-21%	1%	-15	9	23	-0.1%	8%	-1

# Assay outcomes (PubChem BioAssay)
